Compound activity from PubChem BioAssay.
CBFb RUNX1 block – blocks binding between human CBF-beta and RUNX1; Q01196+Q13951; AlphaScreen CBFb-His/RUNX1-biotin binding, biochemical; Potency, µM (series often up to 59.8 µM), without a hit: at the highest dose activity, negative = inhibition, hits mostly inhibitors; 230,000 tested, under 10 active; note: % of control where 0% means no effect
Target sequence (Q01196 whole entry, looked up): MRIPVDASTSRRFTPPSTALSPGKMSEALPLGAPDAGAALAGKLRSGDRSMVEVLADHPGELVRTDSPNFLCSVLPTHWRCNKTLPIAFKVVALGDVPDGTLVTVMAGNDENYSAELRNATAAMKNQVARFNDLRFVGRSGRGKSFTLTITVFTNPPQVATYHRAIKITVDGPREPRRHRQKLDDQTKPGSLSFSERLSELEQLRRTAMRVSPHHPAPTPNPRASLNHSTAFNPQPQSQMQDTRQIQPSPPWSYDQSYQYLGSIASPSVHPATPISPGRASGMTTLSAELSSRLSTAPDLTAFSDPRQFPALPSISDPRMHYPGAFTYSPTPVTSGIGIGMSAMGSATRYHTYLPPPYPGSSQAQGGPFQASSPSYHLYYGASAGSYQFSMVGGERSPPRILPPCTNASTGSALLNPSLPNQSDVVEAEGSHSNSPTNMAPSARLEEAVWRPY
Target sequence (Q13951 whole entry, looked up): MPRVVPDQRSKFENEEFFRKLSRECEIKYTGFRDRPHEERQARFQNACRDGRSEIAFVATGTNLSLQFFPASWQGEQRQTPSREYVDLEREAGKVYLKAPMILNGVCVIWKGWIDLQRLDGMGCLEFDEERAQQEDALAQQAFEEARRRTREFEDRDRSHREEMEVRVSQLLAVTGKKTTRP
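Bead-based AlphaScreen assay; binding partners His-tagged CBF-beta and biotinylated RUNX1 at 30 nM each. Compound exposure 15 min after a 20-min protein preincubation; bead step 90 min; all steps at room temperature.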
HttQ103 aggreg – mutant huntingtin aggregation inhibition | PC12 HttQ103-GFP aggregates, Acumen cytometry, 40 h | 1.1% of 220,000 active | Potency, µM (doses to about 46.1 µM), for the others: at the highest dose activity change, negative = inhibition, actives largely listed as inhibitors; note: potency is the fitted concentration of half-maximal effect; % is set by controls: 0 for no effect and ±100 for the full control effect; nearly all actives have a fitted effect of over 60% in size
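PC12 cells with ecdysone-inducible HTT exon1 Q103-GFP, induced by 100 nM tebufenozide, given compounds in a concentration series. GFP aggregates (1–25 um, 6 SD above background) counted in lysates by laser-scanning cytometry, 488 nm excitation.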
IMPase Li inh – cell-permeable IMPase inhibitors with lithium potentiation; CHO-M1 cells, IP1 TR-FRET (IP-One), carbachol + lithium; Potency, µM (titrated, usually from 59.4 µM), without a hit: at the highest dose activity, negative = IMPase inhibition, usual class: inhibitors; 0.35% of 210,000 active;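 note: IP1 builds up when IMPase is blocked and the TR-FRET signal falls; potency is the fitted concentration of half-maximal effect; plate controls were basal vehicle for no effect and high inhibitor control for full effect; nearly all actives have a fitted effect of over 50% in size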
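Concentration–response in CHO-M1 cells, lithium-potentiated; 30 min at 37C. IP1 detected by competitive TR-FRET after 10 min lysis at RT. Hill-fitted AC50.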
SMN2 splice enh – SMN2 splice variant enhancement. HEK293 SMN2-luciferase splicing reporter, luminescence, 30-36 h. Potency, µM (series often up to 46.1 µM), for the others: at the highest dose activity change, positive = activation, actives largely listed as activators. 2.8% of 210,000 active. AID 1458; note: potency is the fitted concentration of half-maximal effect; % of control where 0% means no effect; nearly all actives have a fitted effect of over 55% in size
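HEK293 cells carry an SMN2 minigene-luciferase reporter in which exon 7 inclusion puts luciferase in frame. Cells were seeded at 2000 cells/well, attached for 10-12 hours, then exposed to compounds for 30-36 hours at 37C before ONE-Glo luminescence.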
HTT ATP protect – cytoprotection in Huntington HTT-Q103 PC12 cell model; AID 1471; PC12 HTT-Q103 induced, cytoprotection, ATP luminescence, 40 h; Potency, µM (titrated, usually from 56.4 µM), for inactives: cytoprotection (ATP increase), hits mostly activators; 0.14% of 230,000 active;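 note: potency is the fitted concentration of half-maximal effect; % of control where 0% means no effect; nearly all actives have a fitted effect of over 45% in size; toxic huntingtin expression switched on by the ecdysone agonist tebufenozide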
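PC12 cells with ecdysone-inducible HTT exon 1 Q103-GFP, induced with 100 nM tebufenozide and co-treated with library compounds in a dose series (1536-well, 1500 cells/well). Cytoprotection read as ATP content by ATPlite luminescence.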
LMNA splice mod – LMNA splicing modulation; 0.01% of 200,000 active; HeLa LMNA splicing GFP/RFP minigene ratio, 48 h; AID 1487; Potency, µM (titrated, usually from 46.1 µM), without a hit: top-dose ratio change, negative = inhibition, usual class: inhibitors; active = well fitted inhibition curve with a large enough effect in the signal ratio, with a control signal flat, not every such curve was filed as active; inconclusive = small, poorly fitted or top-dose-only effect, or effect the other way, or a change in a side signal; the % refers to the signal ratio; note: potency is the fitted concentration of half-maximal effect; % is set by controls: 0 for no effect and ±100 for the full control effect
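Read-out is the ratio of GFP to DsRed2 object intensity, acquired by 488 nm laser-scanning cytometry on HeLa lamin A-EGFP minigene reporter cells. Compound incubation 48 hrs at 37 °C in Opti-MEM with 2% FBS; DMSO 0.5% final.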
Luc counter – Kinase-Glo luciferase inhibition (counter-screen) | Potency, µM (highest dose often 38.3 µM), without a hit: at the highest dose activity change, negative = inhibition, most hits filed as inhibitors | 0.28% of 200,000 active | Kinase-Glo luciferase, ATP luminescence, 8 min | Q27757; note: potency is the fitted concentration of half-maximal effect; % is set by controls: 0 for no effect and ±100 for the full control effect; nearly all actives have a fitted effect of over 60% in size
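Inhibition of Kinase-Glo luciferase light generation was assessed at 10 uM ATP in pH 7.2 imidazole buffer, with luminescence measured after eight minutes at ambient temperature.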
* hit, by the source's call; ? = inconclusive; nt = not tested or not shown; [ ] = dose if it differs, or a comment. Unless noted, calls come from the whole dose curve; as a rule, active = well fitted curve in the direction sought with a large enough effect; inconclusive = small, poorly fitted or top-dose-only effect, or another doubt; inactive = no such curve, though single readings can be large; an effect the other way counts as inactive or inconclusive.

The line under a structure holds: HTT ATP protect, IMPase Li inh, CBFb RUNX1 block, LMNA splice mod, HttQ103 aggreg, SMN2 splice enh, Luc counter
- O=C(CSc1nc(-c2ccco2)cc(C(F)(F)F)n1)NCCCN1CCOCC1
→ 4%[10 µM], -1%, 4%, 10%[46 µM], -5%[9.22 µM], -1%, -1%
- COc1ccc(/C=C/C(=O)OCC(=O)NCc2ccco2)c(OC)c1
→ 0%[10 µM], 9%, -9%, nt, -4%, ?, 2%
- CN(C)C(=O)Cn1c(SCC(=O)Nc2ccc3c(c2)OCO3)nc2ccccc21
→ 29%[10 µM], 3%, -2%, 2%, -6%, -15%, -1%
- O=c1c2c3nc4ccccc4nc3n(CC3CCCO3)c2ncn1CCc1ccccc1 (configuration not stated)
→ -26%[0.074 µM], 20%[38.3 µM], 3%, 2%, -8%, 4%, 1%
- COc1ccccc1CNC(=O)c1ccc(N2CCOCC2)c([N+](=O)[O-])c1
→ -52%[inhibitor], 2%, 1%, nt, -14%, -16%, 1%
- COc1nc(Nc2cccc(C(F)(F)F)c2)nc(OC)n1
→ -7%[10 µM], -4%[38.3 µM], 8%, ?, -24%, -16%, -3%
- COc1ccccc1Oc1nc2c(c(=O)n(Cc3ccccc3F)c(=O)n2C)n1C
→ 2%, 1%[38.3 µM], ?, 3%, -6%, 0%, 0%
- O=C(Nc1ccc(NC(=O)C2CC2)nc1)c1ccncc1
→ -18%[10 µM], nt, 3%, 1%, -4%, nt, nt
- Cc1nccn1CCC(=O)Nc1ccc(Cl)cc1
→ ?, 13%, 9%, nt, -16%, -46%, -4%
- CCc1c(C#N)c(N)nc(SCC(=O)OCc2ccccc2)c1C#N
→ 0%[10 µM], -2%[38.3 µM], 4%, 0%, 6%, 22%, -4%
- CC(C)c1ccccc1-n1cc[nH]c1=S
→ 12%[10 µM], -1%, -5%, -12%[46 µM], 22%, 14%, 4%
- CC(C)CN1CCC2(CC1)CCN(C(=O)c1csnn1)CC2
→ 15%, 11%, nt, nt, nt, -2%, -3%
- c1ccc(-c2nnc3sc(Cc4cccs4)nn23)cc1
→ -14%[10 µM], 11%, -4%, -18%, -2%, 13%, 6%
- COc1ccc(CN2C(=O)CS/C2=N/N=C/c2ccccc2)cc1
→ 20%[10 µM], nt, 11%, nt, -12%[9.22 µM], nt, nt
- N#C/C(=C\Nc1ccccn1)S(=O)(=O)c1ccc(Cl)cc1
→ 17%[10 µM], nt, 4%, nt, 8%[9.22 µM], nt, nt
- COc1ncc2nc(-c3ccc(Cl)cc3)c(=O)n(CCc3ccccc3)c2n1
→ 3%, ?, nt, nt, nt, 1%, -3%
- Cc1onc(C(=O)NCc2ccc(F)cc2)c1[N+](=O)[O-]
→ -25%, -6%, -6%, nt, ?, nt, nt
- CCOC(=O)c1sc(NC(=O)CSC(=S)N2CCN(C)CC2)nc1C
→ 9%[10 µM], nt, 6%, nt, 8%[9.22 µM], nt, nt
- CCC(C(=O)Nc1cc(C(=O)Nc2cc(C)ccn2)ccc1Cl)c1ccccc1 (configuration not stated)
→ 4%[10 µM], -3%, -3%, ?, -11%, -66%[inhibitor], -6%
- CCCC(=O)Nc1ccccc1NC(C)=O
→ -3%, 2%[38.3 µM], 7%, 7%, -18%, -6%, 0%

Among those listed so far, 4 contain fluorine.
The line under a structure holds: HTT ATP protect, IMPase Li inh, CBFb RUNX1 block, LMNA splice mod, HttQ103 aggreg, SMN2 splice enh, Luc counter
- O=C(CSc1nc(-c2ccco2)cc(C(F)(F)F)n1)NCCCN1CCOCC1
→ 4%[10 µM], -1%, 4%, 10%[46 µM], -5%[9.22 µM], -1%, -1%
- COc1nc(Nc2cccc(C(F)(F)F)c2)nc(OC)n1
→ -7%[10 µM], -4%[38.3 µM], 8%, ?, -24%, -16%, -3%
- COc1ccccc1Oc1nc2c(c(=O)n(Cc3ccccc3F)c(=O)n2C)n1C
→ 2%, 1%[38.3 µM], ?, 3%, -6%, 0%, 0%
- Cc1onc(C(=O)NCc2ccc(F)cc2)c1[N+](=O)[O-]
→ -25%, -6%, -6%, nt, ?, nt, nt

Continued:
The line under a structure holds: HTT ATP protect, IMPase Li inh, CBFb RUNX1 block, LMNA splice mod, HttQ103 aggreg, SMN2 splice enh, Luc counter
- CC(=O)c1ccc2c(c1)Nc1ccccc1S2
→ 10%, 13%[38.3 µM], 1%, -10%, -18%, -21%, 1%
- O=C(NC(Cc1ccccc1)C(=O)O)/C(=C\c1ccco1)NC(=O)c1ccccc1 (configuration not stated)
→ -36%[10 µM], -2%, 4%, -2%, -9%, 8%, 0%
- CN(C)c1ccc(/C=N/NC(=O)CCc2nc3ccccc3[nH]2)cc1
→ 14%[10 µM], nt, -11%, nt, 1%[9.22 µM], nt, nt
- CCOC(=O)Cc1c(C)nc2c(-c3ccccc3OC)c(C)nn2c1C
→ -29%, -2%[38.3 µM], 3%, ?, -10%, -6%, 1%
- CN(C)CCNc1nc(S(=O)(=O)c2ccccc2)c(Cl)s1
→ 15%[10 µM], 30%, 0%, 14%[46 µM], 1%, 6%, 1%
- O=[N+]([O-])c1cccc(/C([O-])=C(/C(=S)Nc2cccc3ccccc23)[n+]2ccccc2)c1
→ -28%[10 µM], -7%, 1%, -8%, -9%, nt, -3%
- CCOC(=O)c1sc(NC(=O)Nc2ccccc2Cl)cc1C
→ -31%[10 µM], 16%, 5%, ?, 4%, 0.71µM*, ?
- c1cnc2c(OCc3cn4cccnc4n3)cccc2c1
→ 10%, 15%[38.3 µM], ?, -20%, 19%, 9%, -7%
- COc1cc(C(=O)Nc2cccc(-c3cn4cccnc4n3)c2)cc(OC)c1OC
→ -34%[inhibitor], -12%, 4%, -7%[9.22 µM], ?, -18%, -2%
- COC(=O)Cc1ccc(NC(=S)Nc2cccc(C)n2)cc1
→ -7%, 15%, 3%, nt, -19%, nt, 1%
- O=C(Nc1nc(-c2ccccn2)cs1)c1cc(Cl)ccc1[N+](=O)[O-]
→ -29%[10 µM], -4%, nt, ?, ?, -55%[inhibitor], -7%
- COc1nc(NCC(C)C)nc(Oc2ccc(OCc3ccccc3)nn2)n1
→ -4%, 18%[38.3 µM], 3%, -2%, -5%, 4%, 1%
- Oc1ccc(N2CCN(C(=S)NCCc3ccccc3)CC2)cc1
→ -72%[inhibitor], 4%[38.3 µM], -14%, ?, -30%, -49%[inhibitor], 7%
- CC(=O)Nc1nnc(SCC(=O)Nc2ccc(N3CCOCC3)c(Cl)c2)s1
→ 1%[10 µM], nt, 2%, nt, -7%[9.22 µM], nt, nt
- CCn1c(=O)cc(SCC(=O)NCc2ccco2)c2ccccc21
→ -85%[inhibitor], ?, 4%, ?, 18%, ?, -3%
- O=C(N/N=C\c1cc(Br)ccc1O)c1ccc(S(=O)(=O)N2CCCCC2)cc1
→ -62%[inhibitor][10 µM], -4%, -17%, ?, ?, -108%[inhibitor], -1%
- Oc1ccc(C2N=C(c3ccccc3)NC(c3ccccc3)=N2)cc1
→ -3%, 25%[38.3 µM], -2%, 1%, 8%, -15%, -2%
- O=C(Cn1cc2c(n1)CCCCC2)NCc1ccccn1
→ -13%, 2%[38.3 µM], -4%, 6%, 23%, -6%, -3%
- Cc1ccc(C)c(Oc2cc(NC(=O)CCCn3nc(C)c([N+](=O)[O-])c3C)cc([N+](=O)[O-])c2)c1
→ 11%[10 µM], 12%, -4%, -17%, ?, -74%[inhibitor], 4%
- COc1c(Cl)cc(Cl)cc1C(=O)Nc1ccc(NC(=O)c2cccs2)cc1
→ -26%, 31%[activator][38.3 µM], 4%, 5%, -1%, -38%[inhibitor], -4%

(continued)
The line under a structure holds: HTT ATP protect, IMPase Li inh, CBFb RUNX1 block, LMNA splice mod, HttQ103 aggreg, SMN2 splice enh, Luc counter
- COc1ccc(-c2[nH]ncc2/C=N\NC(=O)c2ccc(C(C)(C)C)cc2)cc1OC
→ -51%[inhibitor][10 µM], 5%, -10%, -13%, ?, ?, -5%
- CCc1ccc(NC(=O)NCCN2CCc3ccccc3C2)cc1
→ -4%[10 µM], 12%, 8%, -13%, -6%, 4%, -1%
- Cc1cc(=O)oc2c(CN3CCCCC3)c(O)c(Cl)cc12
→ -6%[10 µM], -43%[38.3 µM], 8%, -21%, -2%, 3%, -1%
- O=C(NCCn1ccc2ccccc21)c1ccc(S(=O)(=O)N2CCCCC2)cc1
→ 3%, 4%[38.3 µM], 8%, -11%, ?, -36%[inhibitor], 2%
- CCOc1cccc(-n2nnnc2-c2ccc(OC)cc2)c1
→ -36%[10 µM], 34%[activator][38.3 µM], 16%, ?, 1%, -8%, 1%
- O=C(CSc1nc2c(c(C(F)(F)F)n1)CCc1ccccc1-2)NCc1ccco1
→ -18%[10 µM], ?, -5%, ?, 14%, -13%, -2%
- COc1cc(NC(=O)CN(C)S(=O)(=O)c2ccc(C)cc2)cc(OC)c1
→ -5%, 9%[38.3 µM], 1%, -6%, 18%, 1%, 1%
- COC(=O)C1=C(C)N(C2CCCC2)C(=O)C1(NC(C)=O)C(F)(F)F (configuration not stated)
→ -10%, 10%[38.3 µM], 6%, 12%, 3%, -3%, -2%
- CCOC(=O)Nc1ccc(OCc2nnc3c4ccccc4c(C)nn23)cc1
→ -44%[inhibitor], 16%, 3%, nt, 18%, 5%, 0%
- CCn1ncc(C2=NOC(C(=O)Nc3cccc(C(C)=O)c3)C2)c1C (configuration not stated)
→ 1%, 20%[38.3 µM], 1%, ?, -28%, -41%[inhibitor], -2%
- CN1CCc2c(sc3c2C(=O)NC(c2cn(Cc4ccccc4)c4ccccc24)N3)C1 (configuration not stated)
→ 1%[10 µM], 14%[38.3 µM], -24%, ?, ?, -38%[inhibitor], -6%
- Cn1cc(CNCc2ccc(OC(F)(F)F)cc2)c(-c2ccc3c(c2)OCCO3)n1
→ 5%[10 µM], 15%, -2%, -20%[46 µM], -3%[9.22 µM], nt, 0%
- COc1ccccc1NC(=O)c1cn(C)c(=O)c2cc(OC)c(OC)cc12
→ ?, -3%, -4%, -6%, -6%, -5%, 3%
- CSCCC(NC(=O)c1cc([N+](=O)[O-])ccc1Cl)C(=O)O (configuration not stated)
→ 9%[10 µM], 1%, 4%, -14%, 4%, 6%, 2%
- COc1ccc(CNC(=S)Nc2ccc3nc(N4CCN(C)CC4)cc(C)c3c2)cc1
→ -6%[10 µM], 7%, -12%, nt, 1%, 15%, 1%
